# Screening data (PubChem)
# FEN1 inh: human FEN1 inhibition | AID 588795 | P39748 | 390,000 compounds, 0.35% hits | Recombinant FEN1 flap cleavage, fluorescence, 15 min | Potency, µM (titrated, usually from 114 µM), without a hit: at the top dose activity change, negative = inhibition, actives largely listed as inhibitors; note: nearly all actives have a fitted effect of over 65% in size
# Target sequence (P39748 whole entry, looked up): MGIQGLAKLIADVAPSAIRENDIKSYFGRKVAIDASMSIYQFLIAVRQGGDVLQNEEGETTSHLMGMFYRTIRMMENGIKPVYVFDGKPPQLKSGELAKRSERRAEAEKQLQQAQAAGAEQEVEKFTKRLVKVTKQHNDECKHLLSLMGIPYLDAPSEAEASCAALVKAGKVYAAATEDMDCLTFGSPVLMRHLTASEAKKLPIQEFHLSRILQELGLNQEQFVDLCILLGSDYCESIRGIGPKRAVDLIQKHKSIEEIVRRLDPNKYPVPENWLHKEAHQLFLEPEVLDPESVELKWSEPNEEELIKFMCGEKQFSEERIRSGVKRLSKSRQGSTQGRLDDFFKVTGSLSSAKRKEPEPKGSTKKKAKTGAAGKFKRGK
#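 Potency values derive from four-parameter Hill fits of normalized qHTS data. The reaction used 10 nM FEN1 preincubated 15 min at room temperature with compound, then 50 nM DNA substrate, read at 0 and 15 min.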
# TDP1 block: blocks human tyrosyl-DNA phosphodiesterase 1. Q9NUW8. recombinant TDP1, AlphaScreen DNA substrate cleavage. Potency, µM (top dose mostly 130 µM), inactives show top-dose activity change, negative = inhibition, actives largely listed as inhibitors. 350,000 compounds, 0.28% hits. AID 485290; note: nearly all actives have a fitted effect of over 40% in size
# Target sequence (Q9NUW8 whole entry, looked up): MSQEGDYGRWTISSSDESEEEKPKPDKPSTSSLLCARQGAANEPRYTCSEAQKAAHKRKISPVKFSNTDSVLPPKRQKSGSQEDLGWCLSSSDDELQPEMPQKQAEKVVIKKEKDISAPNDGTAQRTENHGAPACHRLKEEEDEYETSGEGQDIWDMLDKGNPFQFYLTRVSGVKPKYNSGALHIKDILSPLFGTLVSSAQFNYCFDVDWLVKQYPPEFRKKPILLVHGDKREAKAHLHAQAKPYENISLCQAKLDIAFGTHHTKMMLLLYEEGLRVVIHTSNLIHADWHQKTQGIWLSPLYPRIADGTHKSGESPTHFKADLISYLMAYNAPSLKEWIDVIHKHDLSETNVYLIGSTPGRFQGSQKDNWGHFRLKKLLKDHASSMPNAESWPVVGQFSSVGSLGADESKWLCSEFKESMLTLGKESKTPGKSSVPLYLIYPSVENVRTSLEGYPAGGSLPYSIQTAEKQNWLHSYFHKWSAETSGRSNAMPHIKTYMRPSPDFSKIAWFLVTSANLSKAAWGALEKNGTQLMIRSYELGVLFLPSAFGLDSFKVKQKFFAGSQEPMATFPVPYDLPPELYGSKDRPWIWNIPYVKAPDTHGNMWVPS
#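 Recombinant E. coli-expressed Tdp1 (1 nM) preincubated with compound 15 min at RT, then 5'-biotin/3'-phosphotyrosine-FITC DNA substrate (15 nM) added for 5 min. AlphaScreen beads (10 ug/ml) added, 10 min RT; tyrosine-FITC cleavage read as signal loss.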
# N370S GC mod: N370S glucocerebrosidase modulation, Gaucher chaperone candidate; Potency, µM (series often up to 59.4 µM), without a hit: at the top dose activity change, negative = inhibition, most hits filed as inhibitors; P04062; N370S GC spleen homogenate, 4MU-glucoside fluorescence; 330,000 compounds, 0.092% hits;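 note: 0% = full enzyme activity and -100% = no enzyme basal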
# Numbers without * were called inactive; ? = inconclusive; / = not tested or not shown; & = joins results of further samples; [ ] = remark or other dose. Calls come from the whole dose curve; as a rule, active = well fitted curve in the direction sought with a large enough effect; inconclusive = small, poorly fitted or top-dose-only effect, or another doubt; inactive = no such curve, though single readings can be large; an effect the other way counts as inactive or inconclusive. Unless noted, % is set by controls: 0 for no effect and ±100 for the full control effect; potency is the fitted concentration of half-maximal effect. Not a hit list; 0.57% or so of the library scored in one or more.
SMILES,FEN1 inh,TDP1 block,N370S GC mod
C=CCn1c(N)cc(=O)nc1SCC(=O)Nc1ccc(C(=O)OC)cc1,-5%,4%,-2%
COc1ccc(N(C(=O)CCC(=O)Nc2cc(C)on2)C(C(=O)NC2CCCC2)c2ccco2)cc1 (stereo not drawn),1%,2%,-3%
COc1cccc(C(=O)N2CCc3cc(OC)c(OC)cc3C2COc2ccc3c(C)cc(=O)oc3c2)c1 (stereo not drawn),20%,6%,/
CC1=NN(C(=O)c2ccc(Cn3ccc([N+](=O)[O-])n3)cc2)C(O)(C(F)(F)F)C1 (stereo not drawn),0%,0%,-15%
O=C(NCc1nc2ccccc2[nH]1)c1cccs1,-2%,1%,-21%
Cc1c(Cl)cccc1NC(=O)CC1SC(=NCC2CCCO2)NC1=O (stereo not drawn),-7%,5%,2%
O=C(/C=C/c1cc([N+](=O)[O-])ccc1OC(F)F)Nc1cccc2ccccc12,-15%,4%,-8%
Cc1ccc(NC(=O)COC(=O)Cc2c[nH]c3ccccc23)cc1C,1%,2%[56.1 µM],/
O=C(NCc1ccccc1)C(c1ccccc1)N(C(=O)c1csnn1)C1CCCC1 (stereo not drawn),2%,/,0%
CCCN(CC(=O)Nc1cc(Cl)ccc1Cl)C(=O)CN1C(=O)C2CCCCC2C1=O (stereo not drawn),0%,4%,14%
CNc1n[nH]c(=S)s1,13%,/,13%
O=C(O)c1ccccc1/C=N/Nc1ccc(S(=O)(=O)N2CCOCC2)cc1[N+](=O)[O-],-13%,4%,11%
Cc1onc(-c2ccccc2)c1C(=O)NC(=S)NNC(=O)c1cc(-c2ccc(F)cc2)n[nH]1,12%,-12%,7%
Cc1cc(OCCCCn2ccnc2)cc(C)c1Cl,-7%,10%,-7%
COc1cccc(CNC(=O)CCC2CCCN(C(=O)c3ccc(OC)c(F)c3)C2)c1 (stereo not drawn),4%,3%,-5%
CCc1ccc(S(=O)(=O)/N=C2\C=C(Nc3ccc(O)cc3)C(=O)c3ccccc32)cc1,-15%,13%,-11%
CCOc1ccc(C2c3c(-c4ccccc4O)n[nH]c3C(=O)N2Cc2cccnc2)cc1OC (stereo not drawn),14%,9%,/
Cc1ccc(S(=O)(=O)N2CCCC2)cc1C(=O)NCC(C)(C)N1CCOCC1,2%,-1%[56.1 µM],/
CCCCOc1ccc(Cl)cc1CSc1nncn1N,-4%,1%,5%
NCCNc1ccc([N+](=O)[O-])c(Sc2nc3ccccc3[nH]2)c1,-10%,3%,-1%
O=C(c1ccc2c(=O)n(CCc3ccccc3)c(=O)[nH]c2c1)N1CCN(c2ccc(Cl)cc2)CC1,-5%,3%,/
O=[N+]([O-])c1cccc2ncccc12,5%,/,-3%
CCN1C(=O)[C@H]2[C@@H](c3ccc(C)cc3)N3C(=O)N(c4cccc(F)c4)C(=O)[C@@]3(C)[C@H]2C1=O,-5%,/,1%
CCCCCCn1c(CN2CCCCC2C)nc2c1c(=O)n(C)c(=O)n2C (stereo not drawn),-4%,-3%,-5%
COc1ccc(S(=O)(=O)N(C)c2ccc(C(=O)Nc3cccnc3)cc2)cc1OC,3%,4%,-6%
# Continued.
SMILES,FEN1 inh,TDP1 block,N370S GC mod
CCc1ccc(Nc2n[n+](C)c(-c3ccncc3)s2)cc1,-16%,/,-9%
CC1=C(C(=O)OCc2ccccc2)C(c2cccc(Cl)c2Cl)NC(=O)N1CCCCCC(=O)O (stereo not drawn),16%,/,-7%
CC(C)(C)c1ccc(OCC(=O)N/N=C/C2CC=CCC2)cc1 (stereo not drawn),-9%,8%,6%
CN(C(=O)c1ccc2c(c1)S(=O)(=O)N=C1CCCCCN12)c1ccccc1,8%,/,-16%
Cc1c(C(=O)N2CCc3ccccc3C2)oc2ccccc12,-5%,-8%,18%
COC(=O)[C@]1(C)CCC[C@@]2(C)C3CC[C@]4(OC(C)=O)C[C@@]3(CCC21)CC4=O (stereo partly drawn),0%,1%,/
CN(C)CCNC(=O)c1cc2c(s1)-c1ccccc1OC2,1%,-4%,?
CCOc1ccccc1NC(=O)CCn1nc(C)c(S(=O)(=O)N2CCCCC2)c1C,-10%&-5%,1%&-1%,2%
O=C(O)c1cccc(Nc2ncnc3sccc23)c1,-3%,4%,-3%
O=C(CCn1c(=O)oc2ccccc21)Nc1cccc([N+](=O)[O-])c1,4%,-1%,2%
CCOC(=O)C(Oc1ccc(=O)n(-c2ccccc2)n1)C(C)=O (stereo not drawn),-6%,-8%,8%
CC(NC(=O)C1CCN(C(=O)[C@@H]2Cc3ccccc3CN2C(=O)OC(C)(C)C)CC1)c1ccccc1 (stereo partly drawn),-12%,2%,-3%
O=C(CSc1nc2ccccc2c(=O)n1-c1ccccc1)NCc1ccco1,0%,1%,?
CC(=O)C1=C(c2ccc(F)cc2)N(C(C)=O)n2c(nnc2C2CCCCC2)S1,-4%,-8%,/
C=CCNC(=O)c1ccc2c(=O)n(Cc3ccccc3OC)c(=S)[nH]c2c1,13%,/,1%
CC(=O)c1ccc(NS(=O)(=O)c2ccc(Br)s2)cc1,-5%,5%,/
CN(C)C(=O)COC(=O)c1ccccc1Sc1ccccc1C#N,4%,1%,-2%
CCCc1ccc2oc(C(=O)N3CCC(COC)C3)c(C)c2c1 (stereo not drawn),-7%,/,11%
O=C(O)c1cccc(-c2ccc(/C=N/Nc3ccc([N+](=O)[O-])cc3)o2)c1,-30%,3%,-18%
CCOC(=O)c1c(NC(=O)COc2ccccc2)sc(C(C)=O)c1C,-12%,1%,/
CN(CCO)CC(O)Cn1cnc2c1c(=O)n(C)c(=O)n2C (stereo not drawn) (tested in a mixture with another compound),23%,8%,17%
COC(=O)CNC(=O)C1CCN(C(=O)OCc2ccccc2)CC1,7%,0%,-5%
CON(C)C(=O)/C=C/CCCCNC(=O)OC(C)(C)C,0%,2%,/
COc1ccc(NC(=O)CSc2cn[nH]n2)cc1OC,3%,5%,-12%
COc1ccc(C)cc1Nc1nc(-c2cccc(Cl)c2)c2c(n1)-c1ccccc1OC2,-9%,3%,/
# More results follow:
SMILES,FEN1 inh,TDP1 block,N370S GC mod
Cc1ccc(Cn2c(=S)[nH]c3ccc(N4CCOCC4)cc3c2=O)o1,?,/,-9%
CC(C)(C)NC(=O)Cn1c(SCC(=O)NC2CCCCC2)nc2ccccc21,9%,2%,3%[2.35 µM]
Cc1nn(S(=O)(=O)c2cccs2)c(C)c1Sc1ccc([N+](=O)[O-])cc1,-14%,8%,-14%
COc1ccc(-c2oc(/N=C/N3CCOCC3)c(C#N)c2-c2ccc(OC)cc2)cc1,2%,7%,?
CCOC(=O)c1[nH]c2ccccc2c1NC(=S)Nc1ccccc1,-19%,9%,13%
CC1CCC2C(=O)N(c3ccccc3OC(=O)c3ccccc3F)C(=O)C2C1 (stereo not drawn),5%,4%,9%
CCC(CO)Oc1cc(NCc2ccccc2)c2ncn(C3CCCC3)c2c1 (stereo not drawn),-14%,8%,/
O=C1c2ccccc2NC(c2cccs2)N1NS(=O)(=O)c1ccccc1 (stereo not drawn),-13%,6%,-8%
O=C(NCc1ccccc1Cl)c1cnc2ccccc2n1,-17%,11%,30%
CCOc1ccc(N2CC(C(=O)N3CCN(C(=O)c4ccco4)CC3)CC2=O)cc1 (stereo not drawn),-4%,1%,-3%
Cc1ccc(NC(=O)O/N=C/c2ccc(Br)cc2)cc1,-3%,2%,1%
COCCNC(=S)N/N=C/c1c(C)[nH]c2ccccc12,-5%,7%,?
O=C(CSc1nnc(COc2cccc3ccccc23)o1)N1c2ccccc2CCc2ccccc21,-13%,3%,7%
NS(=O)(=O)c1ccc(CCNC(=O)CSc2ccc([N+](=O)[O-])cc2)cc1,16%,0%[0.0935 µM],1%
CCCOC(=O)c1ccc(NC(=O)C2CCCO2)cc1 (stereo not drawn),-7%,7%,1%
Cc1ccc(-c2c(=O)n(OCc3ccccn3)c3ccccc3[n+]2[O-])cc1,/,-1%,8%
CC(C)(C)n1ncc2c(=O)n(Cc3ccc(Cl)c(Cl)c3)cnc21,3%&7%,2%,8%
CN(Cc1nnc(-c2ccc(F)cc2)o1)c1ccccc1,-3%,/,11%
CC(C)(C)NC(=O)COC(=O)c1cc(F)c(F)cc1Cl,-3%,3%,-13%
Cc1cc(-c2nn(-c3ccccc3)cc2/C=C2\SC(N)=NC2=O)ccc1OC(C)C,0%,-5%,2%
CCCCc1nc2ccccc2n2c(-c3ccc(C)cc3)c3c(=O)n(C)c(=O)n(C)c3c12,16%,-3%,/
Cc1[nH]c2ccccc2c1/C=N/NC(=O)c1cc(C(C)C)[nH]n1,-14%,/,0%
COc1ccc(N2CC(NC(=O)/C=C\c3ccccc3)CC2=O)cc1 (stereo not drawn),12%,0%,/
Cc1ccc2[nH]c3c(c2c1)CCNC3=O,2%,1%,2%
CCOC(=O)Cc1csc(NC(=O)/C=C/c2ccc(OC)cc2)n1,14%,3%,-7%

# Entries above that contain a COOH group, in the order listed:
SMILES,FEN1 inh,TDP1 block,N370S GC mod
O=C(O)c1ccccc1/C=N/Nc1ccc(S(=O)(=O)N2CCOCC2)cc1[N+](=O)[O-],-13%,4%,11%
CC1=C(C(=O)OCc2ccccc2)C(c2cccc(Cl)c2Cl)NC(=O)N1CCCCCC(=O)O (stereo not drawn),16%,/,-7%
O=C(O)c1cccc(Nc2ncnc3sccc23)c1,-3%,4%,-3%
O=C(O)c1cccc(-c2ccc(/C=N/Nc3ccc([N+](=O)[O-])cc3)o2)c1,-30%,3%,-18%

# Continued:
SMILES,FEN1 inh,TDP1 block,N370S GC mod
O=C(c1ccncc1)N1CCN(S(=O)(=O)c2cccc(F)c2)CC1,7%,4%,1%
CCOc1ccc(CNC(=O)c2sc3ncnc(N(C)C4CCCCC4)c3c2C)cc1,-11%,2%,/
COc1ccc(/C=C/C(=O)NC(=S)Nc2ccccc2C(=O)NC2CCCCC2)cc1,-8%,3%,5%
C/C(=N/Nc1ccccc1[N+](=O)[O-])c1ccc(C)c([N+](=O)[O-])c1,0%,/,-8%
CN(C)c1ccc(C(C(=O)NCC2CCCO2)N(Cc2ccco2)C(=O)c2snc(C(N)=O)c2N)cc1 (stereo not drawn),12%,/,-5%
COc1ccc(N2CCN(C(=O)c3oc4ccccc4c3C)CC2)cc1,9%,8%,5%
Cc1ccc(NC(=O)C(C)NC(=O)OCc2ccccc2)cc1C (stereo not drawn),-2%,-4%,5%
CC(C)NS(=O)(=O)c1ccc2c(c1)NCC2,-13%,0%,2%
CCCCn1c(N)c(N(CCOC)C(=O)CN(C)CC(=O)Nc2ccc(Cl)c(Cl)c2)c(=O)[nH]c1=O,4%,0%,/
COc1ccc(-c2nnc(SCC(=O)N3CCCC3=O)n2N)cc1OC,21%,-2%,/
CC(C)[C@H](NC(=O)N1c2ccccc2NC(=O)[C@@H]1C(C)C)C(=O)N[C@@H](Cc1c[nH]c2ccccc12)C(=O)O,20%,/,-4%
Cc1ccccc1S(=O)(=O)Nc1nc2ccccc2nc1N1CCOCC1,7%,0%,5%
COc1ccc(C(=O)NCc2ccccc2CN2CCCC2)cc1S(=O)(=O)Nc1ccc(C)cc1,-6%,5%,/
CN1Cc2c(N3CCOCC3)nc(SCCC#N)c(C#N)c2CC1(C)C,0%,0%,3%
Cc1ccc(OCC(=O)NCCCNC(=O)c2ccc(C)nc2)cc1,50%[activator],-12%,1%
O=C(CC1N=C2c3ccccc3N=C(SCc3ccc(F)cc3)N2C1=O)NCc1ccc2c(c1)OCO2 (stereo not drawn),-11%,7%,/
CC(C)CC(=O)N[C@H](C(=O)N[C@H](C(=O)N[C@@H](CC(C)C)[C@@H](O)CC(=O)N[C@@H](C)C(=O)N[C@@H](CC(C)C)[C@@H](O)CC(=O)O)C(C)C)C(C)C,17%,?,3%&-9%&3%
COC(=O)c1c(NC(=O)CN2CCN(Cc3ccc4c(c3)OCO4)CC2)sc(C)c1C,6%,5%,5%[2.35 µM]
Cc1ccc(-n2nc3c(=O)n(CC(=O)NCCC4=CCCCC4)nc(C)c3c2C)cc1,47%[activator],1%,1%
CCn1nnc(NC(=O)C(c2ccccc2)c2ccccc2)n1,0%,1%,-3%
CSc1cccc(NC(=O)C2CCN(S(=O)(=O)c3cnc[nH]3)CC2)c1,-13%,1%,-15%
Nc1ncc2c(n1)CC(c1ccco1)CC2=O (stereo not drawn),2%,/,-1%

# Reformatted as tab-separated lines: seven of the compounds above
compound	FEN1 inh	TDP1 block	N370S GC mod
CN1Cc2c(N3CCOCC3)nc(SCCC#N)c(C#N)c2CC1(C)C	0%	0%	3%
Nc1ncc2c(n1)CC(c1ccco1)CC2=O (stereo not drawn)	2%	/	-1%
CCOc1ccc(CNC(=O)c2sc3ncnc(N(C)C4CCCCC4)c3c2C)cc1	-11%	2%	/
Cc1ccc(-n2nc3c(=O)n(CC(=O)NCCC4=CCCCC4)nc(C)c3c2C)cc1	47%[activator]	1%	1%
O=C(c1ccncc1)N1CCN(S(=O)(=O)c2cccc(F)c2)CC1	7%	4%	1%
C/C(=N/Nc1ccccc1[N+](=O)[O-])c1ccc(C)c([N+](=O)[O-])c1	0%	/	-8%
CCCCn1c(N)c(N(CCOC)C(=O)CN(C)CC(=O)Nc2ccc(Cl)c(Cl)c2)c(=O)[nH]c1=O	4%	0%	/
